Screens as filed in PubChem BioAssay.
TAAR1 antag = antagonists of human TAAR1. Q96RJ0. CHO RD-HGA16 TAAR1, Fluo-8 calcium fluorescence, antagonist. inhibition, % at 3 µM. hit rate 1.5% among 360,000. AID 624466;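 active = inhibition above a per-plate cutoff, the mean inhibition of test compounds on that plate plus 3 SD, cut at about 49% in these data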;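 also: 0% = DMSO plus EC80 beta-PEA response and 100% = DMSO alone without agonist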
Target sequence (Q96RJ0 whole entry, looked up): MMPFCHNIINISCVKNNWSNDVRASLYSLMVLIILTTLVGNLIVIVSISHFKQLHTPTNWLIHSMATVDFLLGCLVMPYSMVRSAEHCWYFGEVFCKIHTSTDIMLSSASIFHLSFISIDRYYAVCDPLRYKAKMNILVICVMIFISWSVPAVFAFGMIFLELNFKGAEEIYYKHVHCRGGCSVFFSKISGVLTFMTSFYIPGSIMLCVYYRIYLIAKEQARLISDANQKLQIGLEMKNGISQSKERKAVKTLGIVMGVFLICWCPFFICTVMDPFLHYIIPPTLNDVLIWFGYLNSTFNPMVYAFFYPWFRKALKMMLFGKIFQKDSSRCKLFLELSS
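Test system – hTAAR1-expressing CHO RD-HGA16 cells, Gα16-coupled · Also added – β-PEA at EC80 concentration, post-compound challenge · Compound – 3 µM, single point · Incubation – dye loading 75 min at 37 °C, then 30 min room temperature · Measured by – Fluo-8 intracellular calcium dye fluorescence, real-time kinetic reads · Benchmarks – vehicle and agonist controls · Replicates – singlicate, one well per test compound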
M1 ag parental = counter-screen for M1 agonists: effect in parental CHO-K1 cells; Fluo-8 calcium fluorescence; scaled to maximal ATP response, vehicle zero; activation, % at 3 µM; hit rate 0.48% among 360,000; AID 602248; in the data active = activation above about 15%;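 also: untransfected CHO-K1 host cells lacking M1 receptor as counterscreen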
CHO-K1 Ca PAM = counter-screen for M1 PAMs: effect in parental CHO-K1 cells | ATP EC20, Fluo-8 calcium fluorescence; 0% at ATP EC20, 100% at ATP max | AID 602247 | hit rate 0.02% among 360,000 | activation, % at 3 µM;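 active = activation above the run cutoff, the mean activation of all test compounds plus 3 SD, cut at about 40% in these data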;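 also: peak over basal fluorescence ratio in a 140 s read after ATP addition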
M1 PAM = potentiates human M1 receptor response to acetylcholine. P11229. CHO-K1 hM1, Fluo-8 calcium fluorescence, ACh EC20; 0% = ACh EC20, 100% = maximal ACh. activation, % at 3 µM. hit rate 0.088% among 360,000. AID 588819; in the data active = activation above about 19%, passing the limit was not always enough
Target sequence (P11229 whole entry, looked up): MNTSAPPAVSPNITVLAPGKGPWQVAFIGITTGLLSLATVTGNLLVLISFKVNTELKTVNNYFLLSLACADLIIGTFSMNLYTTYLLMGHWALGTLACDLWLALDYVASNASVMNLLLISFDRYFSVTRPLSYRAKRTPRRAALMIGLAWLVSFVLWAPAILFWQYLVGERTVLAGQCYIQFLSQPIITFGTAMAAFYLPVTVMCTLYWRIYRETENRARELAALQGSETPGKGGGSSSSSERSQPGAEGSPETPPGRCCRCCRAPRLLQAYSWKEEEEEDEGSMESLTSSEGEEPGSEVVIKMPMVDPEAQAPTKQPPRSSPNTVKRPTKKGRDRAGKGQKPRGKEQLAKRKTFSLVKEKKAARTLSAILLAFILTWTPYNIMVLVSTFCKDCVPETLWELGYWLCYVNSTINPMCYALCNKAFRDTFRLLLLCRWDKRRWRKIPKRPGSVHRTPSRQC
M1 ag = human M1 muscarinic receptor agonism. activation, % at 3 µM. hit rate 0.33% among 360,000. CHO-K1 hM1, Fluo-8 calcium fluorescence, agonist mode; 0% DMSO, 100% acetylcholine EC100. AID 588814;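 active = activation above the run's mean compound activation plus 3 SD, cut at about 16% in these data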;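 also: peak over basal fluorescence ratio within a 140 s kinetic read after compound addition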
CHRM1 antagonist = antagonists of human M1 muscarinic receptor; hit rate 1.3% among 360,000; P11229; AID 588852; inhibition, % at 3 µM; CHO-K1 hM1, Fluo-8 calcium fluorescence, ACh EC80 antagonist;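 active = percent inhibition above its own plate's cutoff, namely the mean of that plate's compound wells plus 3 SD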;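 also: peak over basal fluorescence ratio during 140 s after agonist addition; 0% = ACh EC80 plus DMSO and 100% = DMSO alone without agonist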
CHO-K1 Ca antag = counter-screen for M1 antagonists: effect in parental CHO-K1 cells | ATP-induced calcium, Fluo-8 fluorescence | AID 602250 | inhibition, % at 3 µM | hit rate 0.6% among 360,000;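 active = inhibition above a per-plate cutoff, the plate's mean sample inhibition plus 3 SD, cut at about 24% in these data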;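 also: 0% = DMSO plus EC80 ATP and 100% = DMSO alone without ATP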
TAAR1 agonist = human TAAR1 agonism | CHO RD-HGA16 TAAR1, Fluo-8 calcium fluorescence; vehicle wells 0%, saturating PEA agonist 100% | activation, % at 3 µM | hit rate 0.99% among 360,000 | AID 624467;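 active = activation above the mean activation of all test compounds in the run plus 3 SD, cut at about 38% in these data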
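Test system: RD-HGA16 (CHO) cells co-expressing Gα16 and hTAAR1 | Doses: Single dose, 3 µM | Schedule: 17-24 h seeding, 75 min 37 °C dye, 30 min RT | Evaluation: % activation from peak over basal fluorescence ratio, DMSO-to-PEA scaled | Technique: Kinetic Fluo-8 calcium fluorescence | Benchmarks: Low control DMSO, high control PEA (EC100)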
CHO parental Ca = counter-screen for OX1R antagonists: effect in parental CHO cells | parental CHO-K1, ATP-induced calcium, Fluo-8 fluorescence | inhibition, % at 5.6 µM | hit rate 0.63% among 330,000 | AID 463079;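 active = inhibition above that plate's mean sample inhibition plus 3 SD, cut at about 26% in these data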;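 also: 0% = ATP-challenged DMSO wells and 100% = DMSO wells without ATP; some compounds past the cut are filed as inactive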
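Measured by: calcium-sensitive Fluo-8 fluorescence / Test system: CHO parental line / Controls: ATP-challenged DMSO wells low, unchallenged DMSO wells high / Measure: % inhibition / Compound: single nominal dose of 5.6 µM per compound / Replicates: single well per compound, no replicates / Reagent: ATP as calcium-mobilizing challenge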
* hit, by the source's call; · = no result given. Random draw from the library; any-hit rate near 4.4%.

SMILES	TAAR1 antag	M1 ag parental	CHO-K1 Ca PAM	M1 PAM	M1 ag	CHRM1 antagonist	CHO-K1 Ca antag	TAAR1 agonist	CHO parental Ca
CCCCn1c(=NC(=O)c2cccnc2)c(C(=O)OCC)cc2c(=O)n3ccccc3nc21	26	1.6	13	3	-2	-6	-5	16	·
CC(O)(CS(=O)(=O)Cc1ccccc1)C(=O)Nc1ccc(C(F)(F)F)cc1 (stereo not given)	-2	3.0	12	10	0	-11	-14	14	-14
CCNC(=S)N1CCN(CC)CC1	-10	0.2	-4	-6	-7	12	1	2	0
N#Cc1ccc(OCC(=O)N/N=C2\CCc3ccccc32)cc1	-14	-0.1	-4	-5	-4	12	11	11	-16
COc1ccc(N2C(=O)CCC2(C#N)c2ccc(OC)cc2)cc1 (stereo not given)	12	2.4	16	6	1	-8	-6	21	-12
Cc1nnc2ccc(N3CCC4(CC3)OCCO4)nn12	17	0.2	-3	5	-2	-11	-5	0	-6
CC1(C(=O)Nc2cccc3cccnc23)CCN1C(=O)Cc1ccc(Cl)cc1Cl (stereo not given)	-13	-0.1	17	6	-5	-15	-25	2	·
Cc1cccc(NC(=O)c2cc([N+](=O)[O-])ccc2N2CCN(C)CC2)c1	9	0.2	2	-1	-13	2	0	10	18
COc1cc(/C=N/N(C)C2=NS(=O)(=O)c3ccccc32)cc(OC)c1OC	13	5.3	-5	-1	-5	9	8	5	-9
CCN(C(=O)CSc1nc(C)c(C)c(C)n1)C1CCS(=O)(=O)C1 (stereo not given)	-17	-0.3	7	13	7	-13	9	2	-11
O=C(CSc1nc(O)cc(=O)[nH]1)N1CCOCC1	0	1.0	12	3	-2	-4	-18	5	3
Cn1cnc2nc[nH]c2c1=O	1	0.6	18	1	-4	-5	-1	2	·
CCOc1ccc(S(=O)(=O)N2CCCC(C(=O)NC3CCCC3)C2)cc1 (stereo not given)	-32	0.1	6	-6	-3	19	7	-1	-7
COc1ccc(/C=N/N(C)C2=NS(=O)(=O)c3ccccc32)cc1	-9	0.5	5	11	-3	-13	-7	6	-6
Cc1cc(Cl)ccc1OCCCC(=O)NNC(=O)c1ccncc1	-4	4.0	6	20	0	-10	-14	0	-6
c1n[nH]c(NCc2ccc3c(c2)OCO3)n1	-10	0.0	-5	4	-4	4	12	2	-12
O=C(Nc1nc(OCCN2CCCC2=O)cnc1/C=C\c1ccccc1)c1cc2ccccc2s1	14	0.8	-2	1	-5	8	12	3	·
O=C(Cn1c(=O)n(CCC(=O)N2CCc3ccccc3C2)c(=O)c2ccccc21)NCC1CCCO1 (stereo not given)	10	0.1	0	2	-3	-7	-14	8	·
COCCOC(=O)C1=C(N)Oc2c(oc(CO)cc2=O)C1c1ccccc1F (stereo not given)	29	0.9	20	5	-2	0	-5	10	3
C#CCOCCOCCOCCNc1nc(N2CCN(C(=O)[C@H]([C@@H](C)CC)n3cc(CCC(=O)O)nn3)CC2)nc(N2CCN(C(=O)[C@H](C)n3cc(CCCN=C(N)N)nn3)CC2)n1	15	0.3	0	-6	-6	10	-4	6	-1

Molecules shown so far containing an aryl methoxy group:
SMILES	TAAR1 antag	M1 ag parental	CHO-K1 Ca PAM	M1 PAM	M1 ag	CHRM1 antagonist	CHO-K1 Ca antag	TAAR1 agonist	CHO parental Ca
COc1ccc(N2C(=O)CCC2(C#N)c2ccc(OC)cc2)cc1 (stereo not given)	12	2.4	16	6	1	-8	-6	21	-12
COc1cc(/C=N/N(C)C2=NS(=O)(=O)c3ccccc32)cc(OC)c1OC	13	5.3	-5	-1	-5	9	8	5	-9
COc1ccc(/C=N/N(C)C2=NS(=O)(=O)c3ccccc32)cc1	-9	0.5	5	11	-3	-13	-7	6	-6

The listing continues:
SMILES	TAAR1 antag	M1 ag parental	CHO-K1 Ca PAM	M1 PAM	M1 ag	CHRM1 antagonist	CHO-K1 Ca antag	TAAR1 agonist	CHO parental Ca
COC(=O)c1ccc(C2/C(=C(/O)c3ccc(OC)cc3)C(=O)C(=O)N2Cc2ccco2)cc1 (stereo not given)	2	0.2	16	7	-1	-6	-14	6	-16
Cc1cccc(NS(=O)(=O)c2ccc3nc(-c4ccccc4)[nH]c3c2)c1C	-9	2.5	22	9	-3	1	-6	5	-15
CCOc1ccc(-n2nc3cc(C)c(N)cc3n2)cc1	-3	12	-9	3	-4	4	18	-1	-18
COc1ccc2sc(-c3ccc(S(C)(=O)=O)cc3)c(-c3ccc4c(c3)OCCO4)c2c1	21	1.0	0	2	-2	3	-15	10	5
CCn1c(=O)c(CCC(=O)N2CCOCC2)c(C)c2c(C)nn(-c3ccccc3)c21	·	0.0	-16	0	-2	-1	-6	·	-26
CCOc1ccc(-c2ccc(SCC(=O)Nc3nnc(C)s3)nn2)cc1	-2	0.8	6	11	-3	-13	-6	0	-4
Cc1ccc2c(c1)CO[C@]21O[C@H](CCO)C[C@H](O)[C@H]1O	-24	0.3	12	8	-1	-25	-5	5	·
COc1ccc(C(C)C)cc1S(=O)(=O)Nc1ccc(Cl)cn1	9	0.1	20	5	-7	-12	-13	5	-14
COc1ccc(/C(C)=N/NC(=O)CNC(=O)c2cccnc2)cc1	-11	5.6	0	3	-6	1	2	0	-12
CC(=O)Nc1c2c(nn1-c1ccc(F)cc1)CSC2	8	0.5	23	12	-2	-16	-22	-1	13
COc1ccc(/C(=N/Nc2ncnc3ccccc23)C(=O)O)cc1	4	1.1	-26	16	1	-6	-7	0	3
COc1cc(/C=C2\C(=O)N(CCC#N)N=C2C)c(Br)cc1OC(C)C	9	0.4	22	7	-2	-2	-10	6	-4
NNC(=O)c1ccc(CN2C(=O)c3cccc4cccc2c34)cc1	2	0.7	14	15	34*	-12	-5	3	3
Cc1noc(C)c1S(=O)(=O)N1CCC(C(=O)NCCC2=CCCCC2)CC1	5	0.0	12	6	-2	-14	0	5	-8
O=C(O)c1ccc(N(c2ccccc2)c2ccccc2)cc1	-25	1.3	23	6	-5	-13	-7	0	-13
CC(C)(C)C(=O)Nc1cc(NC(=O)C(C)(C)C)cc(C(=O)Nc2cc(C(=O)O)cc(C(=O)O)c2)c1	2	0.3	10	-1	-1	6	-2	2	-7
COc1cc2c(cc1OC)C1=C(C#N)CC/C(=N\S(=O)(=O)c3ccccc3)N1CC2	4	4.6	7	-6	5	-4	-6	2	-13
Cc1nn(C)c(C)c1NC(=O)c1ccc(S(=O)(=O)N(C)C)cc1	-8	0.3	6	0	-3	1	3	4	-2
O=C1N[C@@H](Cc2cn(S(=O)(=O)c3ccccc3)c3ccccc23)C(=O)N[C@H]1Cc1ccccc1	-8	0.1	-9	8	-3	-3	-2	8	-14
CCNS(=O)(=O)c1ccc(NC(=O)Cc2ccc(F)cc2)cc1	12	2.5	13	6	-2	-20	-20	4	8
C[C@H](NC(=O)c1[nH]cnc1C(=O)Nc1ccc(CNC(=O)OC(C)(C)C)cc1)C(=O)OCc1ccccc1	67*	0.6	-3	-8	-3	11	-6	14	4
Cc1nn(-c2ccccc2)c(C)c1C(=O)OCC(N)=O	-5	0.3	-8	3	-4	3	-4	1	-2
Cc1n[nH]c(=O)c2c1nnn2Cc1ccc(F)cc1	11	0.9	12	10	-4	-14	-8	-1	10
CC(Oc1ccccc1)C(=O)OCC(=O)NC(=O)NC1CCCCC1 (stereo not given)	0	0.4	13	8	-4	-7	-11	-2	-24
O=C1CN(C(=O)c2cc([N+](=O)[O-])ccc2Cl)C(c2ccc(F)cc2)c2cc(F)ccc2N1 (stereo not given)	12	1.2	23	5	-5	-5	-7	8	-21
C#CC(C)(O)C1CC(CC(=O)O)C1(C)C (stereo not given)	·	1.2	13	4	-2	-12	-5	·	·
O=C1CCC(c2ccccc2)=NN1	-20	0.6	21	11	-5	-5	-15	0	-2
Cc1ccccc1NS(=O)(=O)c1cc2c3c(c1)CC(=O)N3CCC2	-27	17*	6	4	3	-2	5	1	-22
CCC(=O)N(Cc1ccco1)c1nc(-c2cc(OC)ccc2OC)cs1	25	0.3	12	4	-2	4	-5	6	-14
COC(=O)c1c(C)oc2ccc(OC(=O)c3cccs3)cc12	3	1.6	12	-1	-4	-3	9	3	-18
O=C(NCc1ccc(C(F)(F)F)cc1)c1ccc2c(c1)S(=O)(=O)c1ccccc1C2=O	0	0.5	-4	7	-2	-1	-7	13	-1
CCN1C(=O)c2ccccc2S(=O)c2ccc(C(=O)NCc3ccc(OC)cc3)cc21 (stereo not given)	-30	2.8	15	14	-3	-10	-8	5	-22
C=CCNc1ccc(C(=O)O)cc1	-11	1.0	23	11	-8	-15	-5	5	-9
COc1cc(CCN=Cc2cc(Cl)cc(Cl)c2O)c([N+](=O)[O-])cc1OC	5	0.8	8	7	-7	-10	-4	3	·
O=C(Nc1ccc(NC(=O)c2ccco2)nc1)c1cccnc1	11	0.9	19	4	-3	-18	-7	8	7
CC(C)(Oc1ccc(Cl)cc1)C(=O)NC1CCSC1=O (stereo not given)	·	1.1	21	15	-3	-13	-11	·	-6
COc1cccc(C(=O)NN2CCOCC2)c1	-19	-0.4	-21	9	-1	-16	18	4	-3
CCCSc1nc(-n2ncc(C#N)c2N)c2c3c(sc2n1)CCC(C)C3 (stereo not given)	-5	-0.2	9	-9	-9	10	-18	5	-41
CNC(=O)c1ccc(NC(=O)Cc2ccc(S(=O)(=O)N3CCOCC3)s2)cc1	-12	5.3	-6	7	-3	-9	11	0	-2
CCCCCC(=O)Nc1ccc(C(=O)COC(=O)c2ccccn2)cc1	-10	0.1	-11	3	1	-13	6	1	-21
CCCCSc1nc2sc3c(c2c(=O)n1-c1ccccc1)CCN(C)C3	-20	-0.2	30	1	-11	-11	-13	-1	-20
Cc1cc(C)c(S(=O)(=O)ON2C(=O)c3ccccc3C2=O)cc1C	-14	0.1	23	9	-2	-13	-19	4	-4
CCc1ccccc1NC(=O)N1CCc2ccccc21	12	0.5	-6	2	-4	-2	-9	-2	-5
CCOC(=O)c1cc2c(=O)n3ccccc3nc2n(CC(C)C)c1=NC(=O)c1ccco1	11	1.5	18	4	-2	-4	-6	14	-5
COCCNC(=O)C(=O)NNC(=O)COc1ccc(OC)cc1	-5	0.7	19	9	-5	-2	-1	2	-7
N#C/C(=C\N1CCCCC1)S(=O)(=O)c1ccc(Cl)cc1	-7	1.4	6	12	-7	-21	-8	2	-8
c1ccc2[nH]c(CSc3nccs3)nc2c1	16	-0.5	-5	2	-4	7	4	0	-17
CC(/C=C/c1ccc2c(c1)OCO2)=N\NC(=O)c1cccc([N+](=O)[O-])c1	-2	0.6	-16	-9	1	3	8	0	-1
